Assay outcomes (PubChem)
NR1D1 modulator – modulators of human Rev-erb alpha DNA binding; P20393; AID 1259318; activity, % at 10 µM; 0.79% of 370,000 active; Rev-erbα–FITC-DNA binding, fluorescence polarization, 90 min;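 active means activity above about 14%, limit read from the data; passing the limit was not always enough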;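 further: 0% = DMSO wells with 35 nM protein and 100% = DMSO wells with 750 nM protein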
rCAG RNA binder – binds r(CAG) RNA repeats | r(CAG) RNA repeat, TO-PRO-1 dye displacement fluorescence | 1.3% of 370,000 active | inhibition, % at 3 µM;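 active means inhibition above the plate cutoff, the mean of all test compounds on that plate plus 3 SD, cut at about 35% in these data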;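 further: 0% = DMSO alone and 100% = 100 µM mitoxantrone as full dye displacement; higher means more dye released from RNA so lower well fluorescence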
TCR-CD3 inh – human TCR-CD3 binding inhibition; AID 651800; TAMRA-labeled TCR probe fluorescence, biochemical; 0.37% of 360,000 active; inhibition, % at 9.4 µM; in the data active means inhibition above about 19%;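 further: recombinant mutant TCR 2C K166C tagged with TAMRA read by polarization; 0% = receptor in buffer alone and 100% = receptor with positive control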
PRMT1 FP inh – blocks human protein arginine methyltransferase 1; recombinant PRMT1, activity-based probe fluorescence polarization; inhibition, % at 2.79 µM; 1.3% of 370,000 active;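 active means inhibition above about 21% made by adding two undisclosed values, limit read from the data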
Target sequence (Q99873 whole entry, looked up): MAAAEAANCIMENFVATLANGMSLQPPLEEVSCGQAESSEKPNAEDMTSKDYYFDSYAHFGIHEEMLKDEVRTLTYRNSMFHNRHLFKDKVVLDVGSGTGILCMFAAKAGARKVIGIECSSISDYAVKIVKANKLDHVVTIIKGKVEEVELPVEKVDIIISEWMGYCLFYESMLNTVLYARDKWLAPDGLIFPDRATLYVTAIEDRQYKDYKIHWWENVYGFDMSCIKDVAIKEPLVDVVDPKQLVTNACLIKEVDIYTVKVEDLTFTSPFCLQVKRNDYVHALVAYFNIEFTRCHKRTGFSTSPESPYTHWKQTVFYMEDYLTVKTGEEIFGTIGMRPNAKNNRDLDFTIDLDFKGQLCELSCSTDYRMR
UHRF1 binding – UHRF1 methyl-DNA binding inhibition; UHRF1 binding to methylated oligo, TR-FRET; inhibition, % at 4.4 µM; 0.75% of 370,000 active; AID 687016; in the data active means inhibition above about 21%;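 further: UHRF1 SRA domain binding a hemimethylated CpG hairpin DNA probe; 0% = median of test compound wells and 100% = reference inhibitor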
PG9 binder – small molecules binding HIV-1 gp120 antibody PG9; TR-FRET gp120-PG9 antibody binding; inhibition, % at 6.7 µM; 0.43% of 360,000 active; AID 624416; in the data active means inhibition above about 8.5%
HTRA1 inhibitor – blocks human HTRA1 serine peptidase. Q92743. recombinant HTRA1, FP-rhodamine activity-based probe, fluorescence polarization. inhibition, % at 5.96 µM. 0.5% of 340,000 active; in the data active means inhibition above about 36%;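 further: 0% = enzyme with DMSO and 100% = wells lacking enzyme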
Target sequence (Q92743 whole entry, looked up): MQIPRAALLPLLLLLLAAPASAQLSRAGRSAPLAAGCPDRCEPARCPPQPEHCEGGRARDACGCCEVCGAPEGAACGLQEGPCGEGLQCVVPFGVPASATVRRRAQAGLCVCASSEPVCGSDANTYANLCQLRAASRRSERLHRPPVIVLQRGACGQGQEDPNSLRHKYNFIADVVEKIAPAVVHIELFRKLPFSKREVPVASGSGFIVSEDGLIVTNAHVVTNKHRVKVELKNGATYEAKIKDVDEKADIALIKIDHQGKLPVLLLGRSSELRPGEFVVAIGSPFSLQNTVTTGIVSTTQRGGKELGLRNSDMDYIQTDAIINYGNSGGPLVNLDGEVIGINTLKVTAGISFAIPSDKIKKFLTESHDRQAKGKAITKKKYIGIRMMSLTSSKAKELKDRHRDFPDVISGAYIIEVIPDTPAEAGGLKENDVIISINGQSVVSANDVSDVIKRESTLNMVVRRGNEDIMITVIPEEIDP
LEDGF integ inh – blocks HIV-1 LEDGF/p75-dependent DNA integration. inhibition, % at 3.7 µM. TR-FRET IN-LEDGF/p75 DNA integration, Eu/Cy5. 0.64% of 370,000 active;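 active means inhibition above the screen-wide mean plus 3 SD, cut at about 13% in these data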;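 further: signal is the Cy5 over europium emission ratio at 671 and 618 nm; 0% = plate median of compound wells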
ABHD4 inh – inhibits mouse alpha/beta hydrolase domain 4; Q8VD66; purified mABHD4, FP-Rh probe fluorescence polarization; inhibition, % at 8.92 µM; 0.54% of 370,000 active; AID 720543;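 active means inhibition exceeding the mean over every tested compound plus 3 SD, cut at about 30% in these data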;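 further: 0% = plate median of compound wells and 100% = S159A mutant with DMSO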
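Assay system: mouse ABHD4 enzyme, wild type / Also added: fluorescent activity-based probe FP-Rh / Doses: single nominal dose of 8.92 µM, 0.89% DMSO final / Timing: 45 min compound pre-incubation plus 60 min probe step, 25 °C / Signal: FP readout, ex 525 nm / em 598 nm / Control set: S159A mutant/DMSO as 100%, compound-well median as 0%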
MBD2 DNA inh – MBD2-methylated oligo binding inhibition; 0.31% of 370,000 active; inhibition, % at 4.4 µM; TR-FRET, MBD2 binding to methylated oligonucleotide; Q9UBB5; in the data active means inhibition above about 13%
Numbers without * were called inactive; / = no result given. A portion of the library; rates above refer to the full screens.

SMILES | NR1D1 modulator | rCAG RNA binder | TCR-CD3 inh | PRMT1 FP inh | UHRF1 binding | PG9 binder | HTRA1 inhibitor | LEDGF integ inh | ABHD4 inh | MBD2 DNA inh
CN1/C(=C\C=C2/SC(=S)N(CC(=O)O)C2=O)C(C)(C)c2ccccc21 | -14 | -302 | -150 | 14 | -18 | -12 | -286 | -2 | -255 | -17
CC1(C)Cc2c(sc3c2c(N)nc(=S)n3Cc2ccccc2)CO1 | 111* | 4 | 1 | -2 | 2 | -2.7 | / | 2 | 3 | 1
Cc1nn(Cc2ccc(C(=O)NN)cc2)c(C)c1Cl | 1 | 1 | 5 | 9 | -4 | 0.1 | -8 | -1 | -10 | -11
O=C(Nc1ccc(Cl)cc1)ON=C1CCCC1 | 5 | 1 | 1 | -1 | -6 | -0.9 | 8 | 4 | -10 | 2
CCCCn1c(=NC(=O)c2ccco2)c(C(=O)OCC)cc2c(=O)n3ccccc3nc21 | -2 | -7 | 6 | 4 | -9 | 2.1 | 0 | 2 | 1 | -9
FC(F)(F)c1ccc(-c2cccc3c2C2CC3CCN2C(=S)NCCc2ccccc2)cc1 (stereo not given) | 8 | 1 | 1 | 5 | -1 | -0.9 | / | -2 | 1 | 3
CN(CCOc1ccccc1)C(=O)C1CCN(C(=O)c2ccc(F)cc2)CC1 | -1 | -8 | 1 | 19 | 3 | -1.2 | 9 | -2 | -8 | 1
CC1CN(c2ncnc3c2cnn3-c2ccc(Cl)cc2)CC(C)O1 (stereo not given) | -9 | -1 | 0 | -4 | 0 | -2.3 | -4 | 0 | 4 | -5
C=CCn1c(SCC(=O)N2CCOCC2)nc2sc3c(c2c1=O)CCCC3 | -3 | -5 | -3 | 2 | 0 | -0.8 | -2 | 2 | -6 | 12
CCNS(=O)(=O)c1ccc(Br)c(C(=O)OC(C)C(=O)NCC2CCCCC2)c1 (stereo not given) | -7 | -1 | 2 | 0 | -1 | -2.4 | -15 | 1 | -1 | -3
O=C(N/N=C/c1ccc([N+](=O)[O-])o1)c1cc(-c2cccc(Br)c2)nc2ccccc12 | -1 | 43* | 5 | 1 | -4 | -0.9 | 35 | 2 | 11 | 3
CCCCn1c(=S)[nH]c2ncccc2c1=O | 1 | 0 | 0 | -1 | 1 | 1.6 | 1 | 0 | 6 | 1
Cc1[nH]c2ccccc2c1/C=N/NC(=S)NC(C)C | -2 | 11 | -2 | 1 | -4 | -3.5 | 17 | 2 | 10 | -1
CCOC(=O)[C@@H]1[C@H]2COc3ccccc3[C@@H]2N2C(=O)N(c3ccc(C)cc3)C(=O)[C@@]12C | -1 | -6 | -6 | 1 | 1 | 0.9 | -4 | 0 | 1 | -4
CCOC(=O)c1c(CN2CCN(CCO)CC2)n(-c2ccccc2)c2cc(Br)c(O)cc12 | -1 | 2 | -4 | 1 | -2 | -2.2 | -2 | 2 | -1 | -6
Cc1ccc(S(=O)(=O)c2c[nH]c3ccc(C)cc3c2=O)cc1 | 5 | 1 | -1 | 2 | 1 | -0.8 | -3 | -4 | -3 | -3
CC12CCC(=O)C=C1CCC1C2C(O)CC2(C)C1CCC2(O)C(=O)COC(=O)COCC(=O)O (stereo not given) | -5 | 6 | -5 | 2 | 2 | -1.5 | 0 | 1 | -5 | 2
COc1ccc(-n2c(SCC(=O)Nc3ccc4cn[nH]c4c3)nnc2-c2cccnc2)cc1 | -2 | 5 | / | -2 | 1 | / | / | -1 | 0 | -2
CC(=O)c1sc(NC(=O)c2cc(S(=O)(=O)N3CCOCC3)ccc2F)nc1C | 3 | 7 | -2 | 2 | -1 | -0.8 | -5 | -2 | 4 | 1
CCCSc1ccc([C@@H]2[C@@H]3C(=O)N(CC)C(=O)[C@@H]3[C@]3(C(=O)OC)CCCCN23)cc1OC | 2 | -2 | 0 | 3 | -4 | 0.1 | -5 | 1 | -13 | 4
O=C(N/C(=C/c1ccc(Cl)cc1)C(=O)N1CCCC1)c1ccccc1 | 0 | -4 | 2 | 1 | 0 | 1.2 | -5 | -4 | -2 | -3
CCN1CC(CN(C)Cc2nc(COc3ccccc3)no2)CC1=O (stereo not given) | 6 | -7 | 6 | -1 | -1 | -0.2 | 1 | 4 | 1 | -4
CS(=O)(=O)N1CCN(c2ccccc2NC(=O)c2ccc(-c3ccc(Cl)cc3Cl)o2)CC1 | 7 | 5 | 3 | -2 | -2 | 0.4 | -25 | 0 | -5 | 0
CCOCCCn1c(SCC(=O)NCc2ccc3c(c2)OCO3)nc2ccccc2c1=O | 2 | -3 | -2 | 0 | 4 | 1.2 | -3 | 1 | -6 | 3
Cc1cccc(C(=O)NC2CCN(C(=O)NCc3ccccc3)CC2)c1 | -6 | -4 | 1 | 3 | -1 | -0.3 | 6 | -1 | 0 | 3
CCC(=O)n1nc(-c2ccc(Cl)cc2)nc1N | -3 | -3 | 7 | -2 | -1 | 0.1 | -4 | 1 | 0 | -5
CN1CCN(C(=O)C23CC4CC(C2)CC(c2ccccc2)(C4)C3)CC1 | -3 | -4 | 3 | -2 | 4 | -2.3 | -2 | 3 | 0 | -7
CCn1nc(C(=O)N2CCN(Cc3ccc4c(c3)OCO4)CC2)c2ccccc2c1=O | 1 | 0 | 2 | 0 | 0 | 0.6 | 1 | 2 | 1 | -3
CN1C(=O)/C(=C/c2coc3ccc(O)cc3c2=O)SC1=S | -2 | 3 | -3 | -4 | -2 | -0.4 | 11 | 0 | -3 | -2
COc1ccc(CCN(C(=O)C(F)(F)F)C(C(=O)NC2CCCC2)c2cccs2)cc1 (stereo not given) | -9 | -9 | 1 | 1 | 0 | -1.6 | -62 | -5 | -10 | 1
COC(=O)c1ccc(C(=O)N(CCN(C)C)c2nc3c(Cl)cccc3s2)cc1 | 0 | -3 | -9 | 3 | 2 | -1.0 | 1 | -5 | -7 | 7
CCOC(=O)C1(Cc2ccc(Cl)cc2)CCN(C(=O)C2=NNC(=O)CC2)CC1 | -1 | -6 | -1 | 3 | 0 | 0.9 | 0 | 0 | 2 | -6
CCC(=O)NC(c1ccco1)c1cc(Cl)c2ccccc2c1O (stereo not given) | 1 | 3 | 5 | 3 | -5 | -1.0 | -4 | -1 | 1 | -6
COc1ccc(NC(=O)/C=C/c2c(Cl)nc3ccccn23)cc1 | -4 | 4 | -3 | 0 | -2 | -2.2 | 6 | -1 | 0 | -1
CC(O)Cn1c(=O)c2c(nc(Br)n2Cc2ccccc2)n(C)c1=O (stereo not given) | 5 | -4 | 4 | 0 | 0 | -0.5 | 1 | -1 | -3 | -6
COc1cc(OC)c(C(=O)OCC(=O)NCC2CCCCC2)cc1OC | 2 | -10 | 6 | 1 | -1 | -0.7 | 4 | -2 | 0 | -4
CCCC/C=C1/[C@@H](C(C)C)N(Cc2ccc3c(c2)OCO3)C2=N[C@H](c3ccccc3)CC(=O)N21 | 2 | / | / | -4 | 7 | / | / | 4 | -7 | -3
Cc1ccc(C2=NN=C(NC(=O)C(F)(F)F)SC2)cc1 | 3 | 4 | 0 | 58* | 0 | -1.9 | 1 | 0 | 7 | 4
Cc1ccc(C)c(N(CC(=O)NC2CCCC2)C(=O)c2csnn2)c1 | 0 | 1 | -1 | 1 | 0 | -0.1 | -1 | -4 | 0 | -2
O=C(NCC(=O)N1CCN(c2ccccc2O)CC1)c1ccco1 | 5 | 2 | 2 | 0 | -2 | -1.3 | 1 | 0 | 12 | -2
COc1ccc(/C=N/NC(=O)c2ccn[nH]2)cc1COc1ccc(Cl)cc1Cl | 7 | 15 | -7 | 2 | 4 | -0.3 | -138 | -4 | -83 | 2
Cc1cc(C(=O)Nc2ccc3ccccc3c2)oc1C | 2 | 2 | -1 | 4 | 0 | -0.5 | -16 | -2 | -5 | -2
Cc1cc(Br)cn2c(Cc3ccccc3C(F)(F)F)c(-c3ccc(F)cc3)nc12 | 4 | 55* | -8 | 2 | 7 | -0.3 | / | 5 | -25 | -3
COc1cc(C2c3[nH]c4ccccc4c3CCN2Cc2cn(C)nc2C)ccc1F (stereo not given) | -5 | -3 | -4 | -1 | 1 | -0.5 | -6 | -2 | 3 | -2
COc1ccc(CNC(=O)CSc2nc3cccnc3s2)cc1 | 5 | -3 | -4 | 4 | 4 | 0.7 | -3 | -2 | 8 | 0
CC(=O)C1C(=O)CC(C)(O)C(C(C)=O)C1c1ccccc1 (stereo not given) | -3 | -2 | -1 | -2 | 3 | -1.7 | 5 | 1 | -3 | -3
COC(=O)Nc1ccc(=O)n(Cc2c(Cl)cccc2Cl)c1 | 5 | 6 | 1 | 6 | 1 | 2.1 | 2 | -2 | -6 | 4
O=C(Cn1nnc(-c2ccccc2NC(=O)c2ccccc2F)n1)NCc1ccco1 | 7 | 3 | 2 | -2 | 2 | 1.5 | 5 | -1 | 5 | 0
COc1cc(-c2cc(=O)c3c(O)c(OC)c(OC)c(O)c3o2)ccc1O | 0 | 13 | 12 | 4 | -3 | -4.5 | 34 | 25* | 24 | -1
CCN(CC)S(=O)(=O)c1cccc(-c2nnc(SCC(=O)c3cc(C)n(C4CC4)c3C)o2)c1 | -2 | 1 | 4 | -2 | -1 | 1.3 | 1 | 2 | -1 | -2

(cont.)
SMILES | NR1D1 modulator | rCAG RNA binder | TCR-CD3 inh | PRMT1 FP inh | UHRF1 binding | PG9 binder | HTRA1 inhibitor | LEDGF integ inh | ABHD4 inh | MBD2 DNA inh
O=C(COC(=O)COc1ccccc1[N+](=O)[O-])Nc1ccc2c(c1)OCO2 | -2 | 5 | 1 | 1 | 1 | -1.8 | 11 | 5 | -4 | 0
O=C(c1ccccc1)N1CCN(C(=O)C2CC2)CC1 | -5 | -1 | 0 | -4 | 1 | -0.1 | 1 | 4 | 3 | 0
N#CC1C(C#N)N2CCCN2C1c1ccc(Cl)cc1 (stereo not given) | 0 | 4 | -3 | -1 | -2 | -3.5 | -5 | 3 | 1 | -6
Cc1cc(C(F)F)n2nc(C(=O)Nc3cccc(S(=O)(=O)N4CCOCC4)c3)nc2n1 | -8 | 3 | -5 | -4 | 2 | 0.3 | 1 | -4 | -4 | -1
COc1ccc(C(=O)OCCc2sc[n+](CC(=O)c3ccccc3)c2C)cc1 | -3 | 7 | 0 | 8 | -3 | -2.0 | -12 | -2 | 9 | -2
COc1ccc(-n2c(COc3ccc(C)cc3)nnc2SCc2ccc(C#N)cc2)cc1 | -5 | -1 | 3 | 1 | -1 | -3.9 | -33 | -1 | -3 | -2
CN1C(=O)[C@H]2[C@@H](C3CC3)N3C(=O)CN(Cc4ccccn4)C(=O)[C@@]3(Cc3ccccc3)[C@H]2C1=O | -3 | 0 | 0 | -3 | 7 | 0.3 | -2 | -2 | 4 | 0
O=C(N/N=C/c1ccc([N+](=O)[O-])cc1)c1cc(C2CC2)nc2ccccc12 | 1 | 6 | 1 | 4 | 0 | -0.2 | -5 | -7 | -1 | 2
COc1cc(/C=C/C(=O)Nc2nnc(C(C)(C)C)s2)cc(OC)c1OC | 2 | -4 | 3 | 1 | 2 | -0.5 | -1 | 1 | -1 | 1

Ordered by molecular weight (ascending): part of the list above
SMILES | NR1D1 modulator | rCAG RNA binder | TCR-CD3 inh | PRMT1 FP inh | UHRF1 binding | PG9 binder | HTRA1 inhibitor | LEDGF integ inh | ABHD4 inh | MBD2 DNA inh
O=C(COC(=O)COc1ccccc1[N+](=O)[O-])Nc1ccc2c(c1)OCO2 | -2 | 5 | 1 | 1 | 1 | -1.8 | 11 | 5 | -4 | 0
COc1ccc(-n2c(COc3ccc(C)cc3)nnc2SCc2ccc(C#N)cc2)cc1 | -5 | -1 | 3 | 1 | -1 | -3.9 | -33 | -1 | -3 | -2
Cc1cc(C(F)F)n2nc(C(=O)Nc3cccc(S(=O)(=O)N4CCOCC4)c3)nc2n1 | -8 | 3 | -5 | -4 | 2 | 0.3 | 1 | -4 | -4 | -1
